Compound activity deposited in PubChem by National Center for Advancing Translational Sciences (NCATS).
Chronic BCR inh – blocks chronic active B-cell receptor signaling; ABC-DLBCL IkBa-CBG/CBR reporter, luminescence ratio, 4 h; Potency, µM (top dose mostly 46.1 µM), for the others: at the highest dose ratio change, negative = lower green/red ratio, actives largely listed as inhibitors; 340,000 compounds, 0.05% hits; active = well fitted inhibition curve with a large enough effect in the signal ratio, with a control signal flat, not every such curve was filed as active; inconclusive = small, poorly fitted or top-dose-only effect, or effect the other way, or a change in a side signal; the % refers to the signal ratio;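 also: potency is read from the fitted curve at half-maximal effect; plate controls were basal doxycycline-induced cells for no effect and cells given 10 µM MG132 for full effect; MG132 reads +100%, hits lower the ratio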
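Cell line TMD8 (human ABC DLBCL), stably expressing tet-inducible CBG68-IkBa fusion and CBR; IMDM/0.5% FBS; cpd up to 46 uM; dox induction, 4 h, 37C/5% CO2; dual luminescence; green/red ratio; MG132 control.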
Giardia killer – kills Giardia lamblia; Giardia lamblia trophozoite viability; activity change, % at 7.66 µM, hits read low; 340,000 compounds, 0.15% hits; in the data active = activity change below about -80%; inconclusive = between about -30% and that limit;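 also: parasites exposed to compound for two days anaerobically before the ATP read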
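Giardia trophozoites, 100 cells per well, were exposed to compounds for 48 hrs at 37 deg C under anaerobic conditions; viability was then read as ATP content by bioluminescence after 15-30 min at room temperature.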
B2AR arrestin – beta2AR (human) beta-arrestin recruitment activity; 330,000 compounds, 0.02% hits; Potency, µM (highest dose often 46.1 µM), for inactives: at the highest dose activation, usual class: activators; beta-arrestin recruitment to beta2AR, cell-based reporter; P07550;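 also: potency is read from the fitted curve at half-maximal effect; 0% = DMSO controls and full agonism = EC100 isoproterenol or metaproterenol; nearly all actives have a fitted effect of over 65% in size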
KCNH2 3.1 inh – KCNH2 3.1 (human) potassium channel inhibition. U2OS KCNH2 3.1, thallium flux FluxOr; stronger effect = lower value. activity change, % (tested at about 1.8 µM). 340,000 compounds, 0.95% hits. AID 720553;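 active = maximum activity change below -70%; inconclusive = maximum activity change from -70% to -50%; inactive = maximum activity change above -50%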;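 also: thallium influx rate constant from kinetic fluorescence after stimulation buffer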
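We transduce U2OS cells with the mutant 3.1 virus, culture them overnight, load FluxOr with Red40 quencher for 45 min, then add stimulation buffer and read kinetically for 2 min to derive a normalized rate constant.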
uPA generation – inhibitors of cell surface uPA generation; Potency, µM (titrated, usually from 38.3 µM), for inactives: at the top dose activity change, negative = inhibition, hits mostly inhibitors; 330,000 compounds, 0.31% hits; cell surface uPA generation assay, qHTS; AID 540303; active = well fitted inhibition curve with a large enough effect; inconclusive = small, poorly fitted or top-dose-only effect; inactive = no such curve, though single readings can be large or run the other way; tested in mouse RAW 264.7 cells; also: potency is read from the fitted curve at half-maximal effect; nearly all actives have a fitted effect of over 55% in size
Eya2 phos inh – Eya2 (human) phosphatase inhibition | recombinant Eya2, OMFP fluorescence dephosphorylation (OMFP is methylfluorescein phosphate) | 330,000 compounds, 0.006% hits | AID 488837 | Potency, µM (titrated, usually from 76.9 µM), for the others: at the top dose activity, negative = inhibition, hits mostly inhibitors | O00167; also: potency is read from the fitted curve at half-maximal effect
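Eya2 protein (added as 0.2 uM solution) was preincubated with compound for 10 min at ambient temperature in 50 mM HEPES pH 7.5, 50 mM NaCl, 5 uM MgCl2, 0.05% BSA, 1 mM DTT. OMFP (added at 50 uM) then reacted 10 min; fluorescence read at 485/525 nm.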
KCNH2 WT inh – KCNH2 (human, wildtype) channel inhibition; AID 720551; U2OS, BacMam KCNH2, thallium flux FluxOr; stronger effect = lower value; activity change, % at 1.84 µM; 340,000 compounds, 0.37% hits;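 active = maximum activity change below -70%; inconclusive = maximum activity change between -70% and -50%; inactive = maximum activity change above -50%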
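U2OS cells transduced with wild-type KCNH2 virus are loaded with FluxOr dye for 45 min, and thallium flux is measured in kinetic reads before and after stimulation buffer. Rate constants are normalized to DMSO controls.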
FBPA coupling cs – inhibits coupling enzyme system, counter-screen for aldolase hits; coupling enzyme system counterscreen, AmpLite Red fluorescence; activity change, negative = inhibition, % at 58.2 µM, hits read low; AID 2472; 290,000 compounds, 0.67% hits; in the data active = activity change below about -30%
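Fluorescence at 525 nm excitation and 598 nm emission measured inhibition of the coupled detection system without aldolase. Compounds (at 57.5 uM final) were preincubated 10 min at room temperature with coupling enzyme reagent before a 20 min substrate/AmpLite Red step.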
PKM2 act – activators of human pyruvate kinase M2. P14618. purified PKM2, Kinase-Glo ATP luminescence, activation; response scale: 0% is enzyme alone, no compound. Potency, µM (series often up to 57.5 µM), for the others: top-dose activation, actives largely listed as activators. 260,000 compounds, 0.34% hits. AID 1631; also: potency is read from the fitted curve at half-maximal effect; nearly all actives have a fitted effect of over 55% in size
Target sequence (P14618 whole entry, looked up): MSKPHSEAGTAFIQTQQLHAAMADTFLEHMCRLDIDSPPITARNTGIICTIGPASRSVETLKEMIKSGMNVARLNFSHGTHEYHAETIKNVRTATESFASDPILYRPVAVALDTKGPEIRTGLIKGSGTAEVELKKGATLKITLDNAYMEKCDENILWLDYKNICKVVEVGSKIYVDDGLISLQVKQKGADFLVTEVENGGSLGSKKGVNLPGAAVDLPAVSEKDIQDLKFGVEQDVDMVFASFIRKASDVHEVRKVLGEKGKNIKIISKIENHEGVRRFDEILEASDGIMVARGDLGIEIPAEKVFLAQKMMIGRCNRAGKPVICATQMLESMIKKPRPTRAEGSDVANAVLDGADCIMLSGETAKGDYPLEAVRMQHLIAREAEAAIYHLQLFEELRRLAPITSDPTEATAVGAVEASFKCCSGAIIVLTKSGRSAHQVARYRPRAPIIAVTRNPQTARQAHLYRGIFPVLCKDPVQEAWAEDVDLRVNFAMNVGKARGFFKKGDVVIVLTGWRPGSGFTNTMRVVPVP
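hPK-M2, >95% pure; 0.1 mM ADP / 0.5 mM PEP final; imidazole pH7.2 buffer w/ 7 mM MgCl2, 50 mM KCl; 1 h RT; Kinase-Glo lum. Intermediate enzyme activity for dual inhibitor/activator qHTS.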
USP2a inh – USP2a (human) protease inhibition; Potency, µM (top dose mostly 38.3 µM), for the others: at the highest dose activity change, negative = inhibition, most hits filed as inhibitors; O75604; USP2 core, Ub-CHOP2 coupled fluorogenic reporter, 485/531; 330,000 compounds, 0.01% hits;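 also: potency is read from the fitted curve at half-maximal effect; plate controls were DMSO wells for no effect and full inhibition by NEM control for full effect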
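Cell-free coupled assay: 10nM USP2 core preincubated 30min RT with compound in Tris-HCl pH 8.0/CaCl2/CHAPS buffer, then 25nM Ub-CHOP2 and 25nM reporter substrate; fluorescence (Ex 485/Em 531) read after 60min RT, normalized to NEM inhibition, concentration-response curves fitted.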
GALK inhibitor – blocks human galactokinase activity; P51570; Purified GALK, Kinase-Glo residual ATP luminescence; Potency, µM (top dose mostly 57.5 µM), without a hit: at the highest dose activity change, negative = inhibition, hits mostly inhibitors; 270,000 compounds, 0.007% hits; also: potency is read from the fitted curve at half-maximal effect
Target sequence (P51570 whole entry, looked up): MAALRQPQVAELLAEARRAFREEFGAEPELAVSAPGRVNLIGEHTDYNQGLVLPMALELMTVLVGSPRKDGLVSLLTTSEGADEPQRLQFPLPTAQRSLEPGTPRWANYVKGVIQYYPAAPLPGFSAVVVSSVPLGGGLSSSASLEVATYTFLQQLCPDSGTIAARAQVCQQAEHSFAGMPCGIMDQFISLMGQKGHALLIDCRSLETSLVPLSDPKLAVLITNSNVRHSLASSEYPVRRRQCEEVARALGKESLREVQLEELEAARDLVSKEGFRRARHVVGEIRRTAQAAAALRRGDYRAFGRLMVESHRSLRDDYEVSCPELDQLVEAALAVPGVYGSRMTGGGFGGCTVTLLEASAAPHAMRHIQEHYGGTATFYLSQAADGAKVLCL
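Luminescence from leftover ATP (Ultra-Glo luciferase/luciferin) served as read-out after a 1 h room-temperature reaction of 5 nM GALK with 35 uM ATP and 100 uM galactose.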
* marks the source's active call; other numbers are inactive results; i = inactive; ? = inconclusive; . = no result given; & = joins results of further samples; [ ] = dose if it differs, or a comment. Unless noted, calls follow the shape of the dose curve; as a rule, active = well fitted curve in the direction sought with a large enough effect; inconclusive = small, poorly fitted or top-dose-only effect, or another doubt; inactive = no such curve, though single readings can be large; an effect the other way counts as inactive or inconclusive. Unless noted, % is scaled to controls: 0 for no effect and ±100 for the full control effect. A portion of the library, so the mix of outcomes need not match the whole.

SMILES | Chronic BCR inh | Giardia killer | B2AR arrestin | KCNH2 3.1 inh | uPA generation | Eya2 phos inh | KCNH2 WT inh | FBPA coupling cs | PKM2 act | USP2a inh | GALK inhibitor
O=c1[nH]c(=O)n(Cc2ccccc2)c(O)c1/C=C1\C=Nc2ccccc21 | ? | 0 | 0.0% | -13 | 4% | 43% | . | -5 | -12% | 5% | 3%
C[C@H]1CN([C@@H](C)CO)C(=O)c2cccc(NC(=O)Nc3ccc(C(F)(F)F)cc3)c2O[C@@H]1CN(C)C(=O)Nc1ccc(F)cc1 | ? | -25 | -0.1% | 5 | ? | -19% | 8 | . | . | -2% | .
CCN(CC)S(=O)(=O)N1CCC(C(=O)N2CCC3(CC2)OCCO3)CC1 | -3% | -7 | -0.3% | 5 | -15% | 2% | 2 | 0 | 3% | 1% | 0%
O=C(O)c1ccc(N=Cc2c(O)n(Cc3ccc(F)cc3)c(=O)[nH]c2=O)cc1 | 8% | 7 | 0.1% | -1 | 3% | -15% | -12 | 4 | 11% | 2% | -1%
COc1cc(CN2CCCC(C(=O)c3sccc3C)C2)cc(Cl)c1O (centres undefined) | -15% | -27 | 0.1% | -10 | -2% | -2% | 17 | 0 | -2% | -7% | 6%
CCOC(=O)C1(c2ccccc2)CCN(CCC(=O)Nc2cccc(Br)c2)CC1 | ? | -9 | -0.3% | ? | -6% | 1% | -38 | . | . | -1% | .
CCCC[N+]1(C)[C@@H]2CC(OC(=O)[C@H](CO)c3ccccc3)C[C@H]1[C@@H]1O[C@@H]12 (some centres undefined) | ? | 1 | -0.2% | -7 | 16% | 9% | 20 | 3 | -6% | 2% | -2%
N#Cc1c(/N=C/C2C(=O)NC(=S)NC2=O)sc2c1CCCC2 | -1% | 28 | 0.1% | -9 | -1% | 0% | i | -10 | 4% | 3% | 0%
O=c1[nH]c(O)c(/C=C2\C=NN=C2c2ccccc2)c(=O)[nH]1 | -22% | 1 | -1.0% | -8 | . | -27% | 22 | 2 | 9% | 5% | 0%
Nc1ccc2c(c1)oc1ccccc12 | 1% | -6 | 0.0% | 1 | -7% | -8% | 4 | 1 | 1% | 3% | -1%
CS(=O)(=O)c1ccc2nc(NC(=O)c3ccccc3Br)sc2c1 | ? | 6 | -0.2% | -3 | ? | 4% | 0 | 1 | -1%[11.5 µM] | 0% | -7%
Cc1cc(Br)ccc1N1C(=O)CC(=O)NC1=O | -1% | -1 | 2.5% | -1 | -3% | 3% | -11 | 9 | 9% | -1% | 15%
COc1ccc(-c2n(-c3ccccn3)c3ccccc3[n+]2-c2ccccn2)cc1 | -1% | -19 | 0.3% | -10 | -2% | 3% | 1 | 2 | -2% | 10% | -1%
COc1ccc(-c2cc(=NCCCCCC(=O)O)c3cc(C)ccc3o2)cc1 | 16% | -23&38 | 0.4% | 1&-1 | -1%&-3% | -14% | 4&-2 | 0 | 3% | 1% | -1%
COC(=O)C1=C(c2ccc(Cl)c(C(F)(F)F)c2)C[C@@H]2CC[C@H]1N2C | 1% | 6 | -1.0% | 3 | -8% | 1% | -15 | . | . | 0% | .
COc1cc(O)cc2c1C(=O)O[C@@H](C)CCCC(=O)CCCCC2 | -1% | 2 | -0.1% | -7 | -3% | -2% | -18 | -1 | . | 1% | -2%
O=C(CN1CC(c2ccccc2)CC1=O)NCc1ccc(F)cc1 (centres undefined) | -2% | -6 | -0.8% | 14 | -5% | -3% | 4 | 3 | -3% | 2% | .
Oc1ccc(Cl)c(Cl)c1 | -10% | 14 | 0.0% | -24 | -4% | 19% | -3 | . | . | 0% | .
O=[N+]([O-])c1ccccc1CNCCc1ccc(F)cc1 | -8% | -7 | -0.3% | -4 | -1% | 2% | 37 | 1 | -1% | -1% | 0%
O=C(C1=C[C@H](c2csc3ccccc23)C[C@H](OCCCCO)O1)N1CCN(Cc2ccc3c(c2)OCO3)CC1 | -3% | 12 | 0.3% | -38 | ? | -15% | 3 | -1 | 6% | -1% | -4%
CC(=O)N1N=C2C3CCN(CC3)C2C1c1ccc(C)cc1 (centres undefined) | 1% | -23 | -0.3% | 24 | -7% | 3% | -7 | 1 | 0% | 1% | .
CN1C(=O)c2ccccc2NC(=O)C1Cc1ccccc1 (centres undefined) | ? | -14 | -0.3% | 2 | -16% | -19% | -11 | -3 | 2% | -1% | 3%
COc1ccc(-n2nc(C(=O)NCC(=O)N3CCC4(CC3)OCCO4)c3ccccc3c2=O)c(OC)c1 | -1% | -9 | -0.2% | -9 | -11% | -1% | 0 | 1 | -1% | 1% | 1%
Cc1cc(Oc2ccc(C(F)(F)F)cc2[N+](=O)[O-])c2c3c(c(=O)oc2c1)CCCC3 | 1% | 44[activator] | -0.6% | -17 | 4% | -21% | -17 | -1 | 0% | 2% | 1%
COc1cc(CC2(CCc3ccncc3)C(=O)NC(=O)NC2=O)cc(OC)c1OC | ? | -16 | 0.0% | -10 | -3% | 5% | 6 | 2 | 0% | 1% | -1%

Structures from the list above that contain a nitro group on carbon (2):
SMILES | Chronic BCR inh | Giardia killer | B2AR arrestin | KCNH2 3.1 inh | uPA generation | Eya2 phos inh | KCNH2 WT inh | FBPA coupling cs | PKM2 act | USP2a inh | GALK inhibitor
O=[N+]([O-])c1ccccc1CNCCc1ccc(F)cc1 | -8% | -7 | -0.3% | -4 | -1% | 2% | 37 | 1 | -1% | -1% | 0%
Cc1cc(Oc2ccc(C(F)(F)F)cc2[N+](=O)[O-])c2c3c(c(=O)oc2c1)CCCC3 | 1% | 44[activator] | -0.6% | -17 | 4% | -21% | -17 | -1 | 0% | 2% | 1%

Next records:
SMILES | Chronic BCR inh | Giardia killer | B2AR arrestin | KCNH2 3.1 inh | uPA generation | Eya2 phos inh | KCNH2 WT inh | FBPA coupling cs | PKM2 act | USP2a inh | GALK inhibitor
CCOc1ccc2nc(N=Nc3c(O)[nH]c(=O)[nH]c3=O)sc2c1 | 13% | 33[activator] | -0.6% | 22 | 9% | -10% | -31 | 0 | -5% | -6% | 1%
CCCCCCC[n+]1ccc(-c2cc[n+](CCCCCCC)cc2)cc1 | 0% | -8 | -0.4% | -11 | -7% | -6% | -2 | 1&0 | 6% | 0% | 0%
O=C(c1cc(-c2ccncc2)nc2ccccc12)N1CCC2(CC1)OCCO2 | -1% | 4 | -1.0% | 14 | 3% | -13% | -1 | 4 | 3% | 2% | 1%
Cc1ccccc1-n1c(C)nc2sccc2c1=O | ? | -9 | -0.4% | -14 | -5% | 2% | -9 | 2 | -7% | -1% | -1%
COc1ccc(N2C(=O)NC(=O)/C(=C\c3ccc([N+](=O)[O-])s3)C2=O)cc1 | 0% | -5 | 0.2% | 3 | -4% | 16% | 6 | -12 | -1% | 0% | 3%
O=[N+]([O-])/C=C1\NCCN1Cc1ccc(Cl)nc1 | 4%&-1% | 2&51 | 0.3%&-1.7% | -8&15 | 1%&0% | -5%&-1% | 1 | 1&3 | 8%&-6% | 3%&3% | 7%
CCOC(=O)C(O)(c1ccc(N)c(OC)c1)C(F)(F)F (centres undefined) | ? | 3 | -0.3% | 1 | -1% | -29% | 9 | -3 | -1% | 4% | -2%
COc1ccc(-n2c(O)c(C(C)=NCc3ccco3)c(=O)[nH]c2=O)cc1 | 9% | -3 | 0.1% | 29 | 4% | 6% | 1 | -1 | -4% | -1% | 1%
O=C(c1cc(-c2cccnc2)nc2ccccc12)N1CCC2(CC1)OCCO2 | -1% | 2 | 0.3% | 2 | . | -6% | 23 | 1 | -6% | 2% | 2%
CCOc1ccccc1CN1CCCC(C(=O)c2cc(F)ccc2F)C1 (centres undefined) | 0% | 8 | 10% | ? | 0% | ? | 17 | 1 | -4% | -1% | -4%
CN1CCN(c2c(F)cc([N+](=O)[O-])c(N)c2Br)CC1 | -12% | 7 | 0.1% | -14 | 2% | -11% | 7 | 0 | 5% | -3% | 0%
Cc1cc(O)c2c(c1)C(=O)C13C(=C2O)C(=O)[C@H]2[C@@H](O)[C@@H]1[C@H]1[C@H](O)[C@@H]3C(=O)C3=C(O)c4c(O)cc(C)cc4C(=O)C312 (some centres undefined) | ? | -22 | -0.4% | 24 | ? | -10% | -1 | . | . | 1% | .
CC(C)(C)P(=O)(c1ccncc1)N1CCCC1 (centres undefined) | ? | 3 | -0.4% | 7 | 1% | 12% | 4 | 5 | 3% | 0% | 0%

Looked up above.
For Chronic BCR inh, COc1ccc(-n2c(O)c(C(C)=NCc3ccco3)c(=O)[nH]c2=O)cc1 shows 9%
For Chronic BCR inh, CCOc1ccccc1CN1CCCC(C(=O)c2cc(F)ccc2F)C1 (centres undefined) shows 0%
